Bioassay records from PubChem.
Pf Dd2 inh = inhibitors of Plasmodium falciparum Dd2 growth; AID 1347417; P. falciparum Dd2 growth, SYBR Green, 72 h; Potency, µM (doses to about 28.9 µM), without a hit: at the highest dose activity, negative = inhibition, most hits filed as inhibitors; hit rate 4.3% among 120,000; active = well fitted inhibition curve with a large enough effect; inconclusive = small, poorly fitted or top-dose-only effect; inactive = no such curve, though single readings can be large or run the other way;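 also: plate controls were DMSO vehicle for no effect and reference drug for full effect; nearly all actives have a fitted effect of over 65% in size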
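Infected erythrocytes (Dd2, 0.3% parasitemia, 2.5% hematocrit final) are added to compound in RPMI-1640/Albumax II medium, grown 72 h at 37C in low oxygen, then lysed with saponin/Triton-X containing SYBR Green and read by fluorescence.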
Active calls of the source: *; i = inactive; ? = inconclusive; [ ] = another dose, or the depositor's remark. Potency is read from the fitted curve at half-maximal effect.

The opening 4 compounds, ahead of the listing:
item | mol | Pf Dd2 inh
1 | Cc1ccc(N2CC(NC(=O)c3ccc(Br)o3)CC2=O)cc1C (stereo not drawn) | 79%[activator]
2 | CCOC(=O)c1cccc(NC(=O)CCn2c(=O)oc3ccccc32)c1 | 8%
3 | O=C(c1ccccc1)N1CCn2ncc(C(=O)N3CCOCC3)c2C1 | -11%
4 | O=C(CCc1ccccn1)N1CC[C@@H](N2CCN(c3ccccc3F)CC2)[C@H](O)C1 | -11%

Main list, from the start:
item | mol | Pf Dd2 inh
1 | Cc1ccc(N2CC(NC(=O)c3ccc(Br)o3)CC2=O)cc1C (stereo not drawn) | 79%[activator]
2 | CCOC(=O)c1cccc(NC(=O)CCn2c(=O)oc3ccccc32)c1 | 8%
3 | O=C(c1ccccc1)N1CCn2ncc(C(=O)N3CCOCC3)c2C1 | -11%
4 | O=C(CCc1ccccn1)N1CC[C@@H](N2CCN(c3ccccc3F)CC2)[C@H](O)C1 | -11%
5 | CC(C)(C)c1ccc(C(=O)NCC(=O)OCc2cc(=O)n3nc(C4CC4)sc3n2)cc1 | -2%
6 | Cc1cccc(C(=O)N2CCc3cc(CNC(=O)CSc4ccccc4)ccc32)c1 | i
7 | CCn1c(=O)c(=O)n(CC)c2cc(N3CCCCC3)c(NC(=O)c3cccc(OC)c3)cc21 | ?
8 | CCN1Cc2cccc(C(=O)Nc3ccc(F)cc3)c2C1=O | 34%[activator]
9 | COc1ccc(-c2nc3cc(NC(=O)c4cc5ccccc5o4)ccc3o2)cc1 | 0%
10 | CCc1ccccc1NC(=O)CN(C)S(=O)(=O)c1cccc2nsnc12 | 11%
11 | O=S(=O)(NCCc1csc2nc(-c3ccccc3)nn12)c1cccs1 | 14%
12 | COc1ccc(-n2c(SCC(N)=O)nc3c(oc4ccccc43)c2=O)cc1 | 12%
13 | COc1ccc(C(=O)N[C@@H]2CCC[C@@H]2C(=O)NCc2cccc(C)c2)cc1 | -10%
14 | COc1ccc(Cl)cc1NC(=O)c1sc2nc(-c3ccc(OC)c(OC)c3)ccc2c1N | -17%
15 | Cc1nnc(N2CCC(C(=O)NC3CCC(C)CC3)CC2)c2nn(-c3ccc(Cl)cc3)c(C)c12 (stereo not drawn) | 3%
16 | CCOCc1cc(CN2CCN(c3cccc(Cl)c3)CC2)c(O)c2ncccc12 | 2.8µM*
17 | COCCNC(=O)C(NC(=O)c1ccccc1Cl)C1CCN(C(=O)c2ccccc2)CC1 (stereo not drawn) | -3%
18 | CCCN1CCOc2ccc(C(=O)NCc3ccccc3F)cc2C1 | -25%
19 | CC(C)(C)c1ccc(C(=O)Nc2ccc(C(O)[C@H]3COCC(=O)N3Cc3ccccc3)cc2)cc1 (stereo partly drawn) | ?
20 | COc1cccc(C(=O)N2CCC3(CC2)NC(=O)N(c2ccccc2)N3)c1 | i
21 | O=C(Nc1ccccc1)N[C@H]1[C@H](O)[C@@H](N2CCCC2)[C@@H]2OC[C@H]1O2 | -19%[44.1 µM]
22 | O=C(NCc1ccccc1)N1CCC(Oc2ncccc2C(=O)N2CCOCC2)C1 (stereo not drawn) | 8%
23 | CC(=O)c1ccc(NC(=O)COc2ccccc2-c2nc(C)no2)cc1 | 87%[activator]
24 | Cc1nc(-c2cccc(Cl)c2)n(CC(=O)NCCCc2ccccc2)c(=O)c1CCO | i
25 | O=C(CC1CCOC2(CCN(S(=O)(=O)Cc3ccccc3)CC2)C1)N1CCOCC1 (stereo not drawn) | 9%
26 | Cc1cc(C(=O)N2CCCC3(COc4ccccc4S(=O)(=O)N3)C2)no1 (stereo not drawn) | 2%
27 | Cc1cnc(C(=O)N[C@@H]2CCC[C@@H]2C(=O)NCc2c(C)n[nH]c2C)cn1 | -4%
28 | COc1cccc(OC)c1C(=O)Nc1ccc2c(c1)CCCN2S(=O)(=O)c1ccc(C)cc1 | -7%
29 | CCC1Oc2ccc(NC(=O)c3ccc([N+](=O)[O-])cc3)cc2CN(C(C)CC)C1=O (stereo not drawn) | ?
30 | O=C(N1c2ccccc2CC1c1noc(C2CCOCC2)n1)C1(c2ccccc2)CC1 (stereo not drawn) | ?

Values in list order from the list.
Pf Dd2 inh, nos. 23 to 30: 87%[activator], i, 9%, 2%, -4%, -7%, ?, ?

More structures follow:
item | mol | Pf Dd2 inh
31 | COc1cc(OC)c(NC(=O)C2CCN(S(=O)(=O)c3c(C)noc3/C=C/c3c(C)cc(C)cc3C)CC2)cc1Cl | i
32 | CSc1ccc(-c2ccc(=O)n3c2[C@@H]2C[C@@H](CN(S(=O)(=O)c4cccs4)C2)C3)cc1 | 8.9µM*
33 | COc1ccc([S+](=O)([O-])c2nnn3c2nc(N2CCC(F)CC2)c2ccccc23)cc1 | ?
34 | COc1ccccc1C(=O)N1CCCC2(CNc3ccccc3[S+](=O)([O-])N2)C1 (stereo not drawn) | i
35 | Cc1ccc(-c2nc(C(=O)NCc3ccccc3F)no2)cc1 | 16%
36 | O=C(CN1CC2CC(C1)[C@H]1CCCC(=O)N1C2)NCCc1ccccc1 (stereo partly drawn) | -4%
37 | CN1CCN(c2nc3c(c(=O)[nH]2)CCN(Cc2ccc(Br)o2)CC3)CC1 | 79%[activator][5.79 µM]
38 | COC(=O)[C@@H]1Cc2ncn(Cc3ccc(Cl)cc3)c2CN1S(=O)(=O)c1cccc2c(N(C)C)cccc12 | ?
39 | CCc1nccn1CC(=O)N1CCc2[nH]cnc2C1C(=O)O (stereo not drawn) | 10%
40 | CC(C)COc1ccc(C(=O)N2CCCCC2CCN2CCOCC2)cc1 (stereo not drawn) | -17%
41 | O=C(N[C@@H]1COCC[C@@H]1OCc1ccccc1)c1n[nH]c2c1COCC2 | -6%
42 | CC(C)NC(=O)C1Cn2cccc2C(=O)N1C (stereo not drawn) | 8%
43 | COc1cc2c(cc1NC(=O)COc1cc(C)cc(C)c1)oc1ccccc12 | 36%[activator]
44 | COc1cc(NC(=O)Cn2nc3c(cc2=O)CC(C)CC3)cc(OC)c1OC (stereo not drawn) | 9%
45 | CCO[C@H]1CN(C(=O)Cc2c(C)nn(-c3ccccc3)c2C)C[C@@H]1O | 2%
46 | Cc1ccc(CNC(=O)c2ccc(CSCc3cccc(C)c3)o2)cc1 | 24%
47 | Cc1ccc(-c2cn3c(n2)sc2cc(C(=O)NCCC4=CCCCC4)ccc23)cc1 | 2%
48 | COCCOC1CCOC2(CCN(C(=O)NCc3ccc(F)cc3)CC2)C1 (stereo not drawn) | ?
49 | Cc1nn(CC(=O)NCc2cccc(F)c2)c(=O)c2c(C)n(-c3ccc(Cl)cc3)nc12 | i
50 | O=C1NCc2ccccc2CC12CCCN2Cc1cc(O)cc(O)c1 (stereo not drawn) | 4%
51 | COc1ccc(N(C)S(=O)(=O)c2ccc3c(c2)n(C)c(=O)c(=O)n3C)cc1 | 12%
52 | COc1ccc(Cc2c(C)nn(-c3nc(C)c(C(=O)Nc4cccc(C(C)=O)c4)s3)c2C)cc1 | ?
53 | O=C(NC(=O)c1cccc(F)c1)Nc1ccc(-c2cc(C(F)(F)F)nn2-c2ccccc2)cc1 | -18%
54 | CCc1cc2c(cc3c(=O)n(CC(=O)NCCc4ccc(OC)cc4OC)nc(CC)n32)s1 | 20%
55 | COc1ccc(N(C)C2CN(C(=O)OC(C)(C)C)C2)cc1 | 54%[activator][44.1 µM]
56 | CN1C(=O)CO[C@H]2CN(Cc3ccccn3)C[C@H]21 | -14%[44.1 µM]
57 | O=C1NCCCCCCN(Cc2ccncc2)[C@@H]2CN(C(=O)C3CCOCC3)CC[C@@H]12 | 9%
58 | CCCCc1cc(C[C@H]2CNCC[C@H]2CC(=O)N2CCCCC2)no1 | i
59 | O=C(NC1CCCc2nc(-c3cccnc3)ncc21)c1cn[nH]c1-n1cnnn1 (stereo not drawn) | -5%
60 | Cc1ccc(N2CC(C(=O)NCc3nnnn3-c3ccc(C)c(C)c3)CC2=O)cc1 (stereo not drawn) | i
61 | O=C(C1CCCC1)N1CCC(Cc2nncn2CC2CC2)C1 (stereo not drawn) | 3%
62 | Cc1c(Cl)cccc1N1C(N)=C(C#N)C(c2cc(CN3CCOCC3)cs2)C2=C1CCCC2=O (stereo not drawn) | ?
63 | COc1ccc(C(=O)c2oc3ccccc3c2NC(=O)COc2c(C)cc(C)cc2C)cc1 | -28%
64 | CS(=O)(=O)c1ccc(CN2CCN3C(=O)N(Cc4ccccn4)C[C@H]3C2)cc1 | -2%[44.1 µM]
65 | COc1ccccc1C1CCCN1C(=O)CCCn1nnnc1CN1CCOCC1 (stereo not drawn) | -11%
66 | COc1ccc(OC)c(NC(=O)Cn2cccc2-c2nc(-c3ccc(OC)c(F)c3)no2)c1 | 5%
67 | O=C(CN1CCN(S(=O)(=O)c2cc(Cl)ccc2Cl)CC1)Nc1cccc(F)c1 | -20%
68 | Cc1cc(C)c(CNC(=O)c2nc(-c3cccc(CO)c3)cc3c2ccn3C)c(=O)[nH]1 | -5%[44.1 µM]
69 | O=C(c1ccc(-c2ncc3cnc(C4=CCOCC4)cn23)cc1)N1CC[S+](=O)([O-])CC1 | -16%[44.1 µM]
70 | CCS(=O)(=O)N1CCc2cc(C(=O)Nc3cccc(C(C)=O)c3)ccc21 | ?
71 | Cc1ccc(-c2cc(N3CCCN(C(=O)c4cccc(N(C)C)c4)CC3)n[nH]2)cc1C | -6%
72 | Cc1occc1C(=O)N1CCCn2ccnc2C1c1cnn(C)c1 (stereo not drawn) | 6%
73 | Cc1ccc(NC2=C(c3ccc(C(F)(F)F)cc3)C(=O)c3ccccc32)cc1C | 0.79µM*
74 | CCN(C(=O)Cn1c(C(=O)OC)cc2sc(Cl)cc21)c1cccc(C)c1 | ?
75 | O=C(Nc1cccc(-n2cccn2)c1)C1CCCN1CC1CC1 (stereo not drawn) | i
76 | Cc1ccc(Nc2c(-c3ccccc3O)nc3cc(C)ccn23)cc1 | 5.6µM*
77 | COc1ccc(-c2noc([C@@H]3CCCN3C(=O)c3ccc(C)c(C)c3)n2)cc1OC | i
78 | C=CCN(C)C(=O)C[C@@H]1c2nc(NC(=O)CCCCC)sc2C[C@@H]2[C@](C)(CO)[C@H](O)CC[C@]21C | ?
79 | Cc1ccccc1C1CC(=O)Nc2ccc3ccccc3c21 (stereo not drawn) | i
80 | Cc1ccc(CNC(=O)c2cc3c(N4CCSCC4)nc(C)cn3n2)cc1 | i

The list continues.
item | mol | Pf Dd2 inh
81 | O=C(c1ccc(C(F)(F)F)cc1)N1CCCN(c2nc3ncccc3o2)CC1 | -5%
82 | C=Cc1ccc(Cn2c(C(=O)O)c(CNCc3cccs3)c3ccc(C)cc32)cc1 | ?
83 | CN(C(=O)c1cc(COc2ccc3c(c2)OCO3)[nH]n1)C1CCOC1 (stereo not drawn) | -11%
84 | CCN1C(=O)CCN(Cc2cnn(CC)c2C)CC12CCOCC2 | 7%
85 | CCc1ccc(C(=O)NC2CCN(c3cc(-c4cccs4)[nH]n3)C2)cc1 (stereo not drawn) | i
86 | O=C(NC1CCCc2c1[nH]c1ccc(F)cc21)c1n[nH]c2c1CCC2 (stereo not drawn) | -15%
87 | Cc1ccc(C)c(Oc2nc3c(c(=O)n(C)c(=O)n3C)n2Cc2ccccc2)c1 | ?
88 | Cc1ccc2onc(CC(=O)N(C)c3ccccc3)c2c1 | -4%
89 | CCCc1noc(-c2cccn3c(CNC(=O)c4cccc(Cl)c4)nnc23)n1 | ?
90 | CCc1c(C)nc2nncn2c1Nc1ccc(C)c(F)c1 | i
91 | Cc1ccc(Nc2nc(C)nc(N)c2S(=O)(=O)c2ccccc2)cc1 | 8%
92 | Cc1cccc(N2CCN(C(=O)C3CCCN(Cc4cccnc4)CCC(=O)NCC3)CC2)c1 (stereo not drawn) | ?
93 | CCn1cc(CN2CCN(C(=O)c3ccsc3)CC2)ccc1=O | ?
94 | Cc1nc(-c2c3n(c(=O)n(Cc4cccc(Br)c4)c2=O)CCCCC3)no1 | -1%
95 | COc1ccc(-n2ncc(C(=O)N3CCOCC3)c2C2CCN(C(=O)OC(C)(C)C)CC2)cc1 | 41%[activator]
96 | O=Cc1ccc(N2CCN([S+](=O)([O-])C3CC3)CC2=O)cc1 | ?
97 | C=CCNC(=O)C[C@@H]1CCN(C(=O)Nc2cccc(C(=O)OCC)c2)C[C@@H]1CC | -1%[44.1 µM]
98 | CCc1nc2ccc(C(=O)NCCc3ccc(OC)c(OC)c3)cc2nc1CC | 8%
99 | Cc1ccc2occ(CC(=O)Nc3nnc(C(C)C)s3)c2c1 | 5%
100 | Cc1ccc(CCNC(=O)c2cc3n(n2)CC(c2ccc4c(c2)OCO4)OC3)cc1 (stereo not drawn) | i
101 | CN(Cc1ccccc1)C(=O)C1CC(=O)N(c2n[nH]c3cccc(F)c23)C1 (stereo not drawn) | -16%
102 | COc1ccc(CN2CCC3(CC2)Cc2ccccc2CNC3=O)cc1F | -5%
103 | CC1(C(=O)N2C[C@@H](Oc3cccnc3)C[C@H]2C(=O)NC2CC2)CCCCC1 | -1%
104 | COc1ccc(C(=O)NCCc2ncc(C)n2C2CC2)cn1 | -1%
105 | C[S+](=O)([O-])NC1CC2(CCN(C(=O)Cc3c[nH]c4ccccc34)CC2)c2ccccc21 (stereo not drawn) | ?
106 | COc1ccccc1N1CCN(C(c2ccc(Cl)cc2)c2nnc(-c3cccc(F)c3)o2)CC1 (stereo not drawn) | ?
107 | CCn1nccc1C(=O)N1CCC2(CC1)N(Cc1cccc(F)c1)C(=O)CS2=O (stereo not drawn) | -6%
108 | CCCCOc1cccc(NC(=O)CSc2nnc(C)s2)c1 | 51%[activator]
109 | COc1ccccc1CNC(=O)C[C@@H]1CCNC[C@@H]1Cc1cc(C(C)(C)C)on1 | ?
110 | Oc1ccc(-c2nc3ccccn3c2Nc2ccc3c(c2)OCCO3)cc1 | ?

Reprinted at random: three records from the list.
item | mol | Pf Dd2 inh
107 | CCn1nccc1C(=O)N1CCC2(CC1)N(Cc1cccc(F)c1)C(=O)CS2=O (stereo not drawn) | -6%
106 | COc1ccccc1N1CCN(C(c2ccc(Cl)cc2)c2nnc(-c3cccc(F)c3)o2)CC1 (stereo not drawn) | ?
103 | CC1(C(=O)N2C[C@@H](Oc3cccnc3)C[C@H]2C(=O)NC2CC2)CCCCC1 | -1%

The list is partial; count on the stated rates, not on these rows.
